Source: PubChem (several laboratories)
FadD28 FP inh: blocks FadD28 binding to the bisubstrate probe | actives 0.22% (n = 360,000) | AID 588549 | inhibition, % at 12.5 µM | fluorescence polarization; in the data active means inhibition above about 8.5%, passing the limit was not always enough
Y pestis TopoI: inhibitors of Yersinia pestis topoisomerase I; Y. pestis Topo-I cleavage product accumulation, plate reader; activity, % at 10 µM; actives 0.064% (n = 360,000); in the data active means activity above about 50%, passing the limit was not always enough; further: inactives centre near 2
UGM FP inh: inhibitors of M. tuberculosis UDP-galactopyranose mutase; AID 504406; purified UGM, fluorescence polarization probe displacement; inhibition, % at 10 µM; actives 0.06% (n = 320,000); in the data active means inhibition above about 10%, passing the limit was not always enough
Target sequence (P9WIQ1 whole entry, looked up): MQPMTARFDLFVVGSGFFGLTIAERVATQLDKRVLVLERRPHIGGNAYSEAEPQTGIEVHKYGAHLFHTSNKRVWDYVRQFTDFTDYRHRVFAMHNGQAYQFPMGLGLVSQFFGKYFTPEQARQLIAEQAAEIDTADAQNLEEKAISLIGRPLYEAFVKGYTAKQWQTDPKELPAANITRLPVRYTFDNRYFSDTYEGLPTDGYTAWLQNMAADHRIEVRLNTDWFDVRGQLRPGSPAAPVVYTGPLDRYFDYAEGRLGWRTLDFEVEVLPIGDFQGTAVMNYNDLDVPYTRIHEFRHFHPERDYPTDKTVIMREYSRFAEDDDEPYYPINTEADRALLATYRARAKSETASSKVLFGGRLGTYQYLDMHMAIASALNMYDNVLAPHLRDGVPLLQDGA
PfHsp40 rescue: restores yeast growth despite PfHsp40 toxicity | growth rescue, % at 12.5 µM | S. cerevisiae expressing PfHsp40, growth rescue, ATP luminescence | AID 504582 | actives 0.68% (n = 340,000); in the data active means growth rescue above about 28%, passing the limit was not always enough;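 further: yeast W303a lacking pdr1 and pdr3 grown in galactose medium; growth measured after three days at 30 °C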
BH1578 lux ind: inducers of Vibrio cholerae quorum light production without autoinducers | AID 588436 | V. cholerae BH1578 lux reporter, luminescence, 6 h | activation, % at 18.7 µM | actives 0.16% (n = 350,000); in the data active means activation mostly above about 9.7%, no sharp cut-off; further: not every result past the cut was called active; inactives centre near 0; reference of the scale not given here
TcdB GH inh: blocks C. difficile toxin B glycohydrolase activity; TcdB glycohydrolase enzymatic assay, plate reader; inhibition, % at 9.99 µM; actives 0.24% (n = 350,000); in the data active means inhibition above about 10%
FBA Mtb inh: Mtb fructose-bisphosphate aldolase inhibition; P9WQA3; purified M. tuberculosis FBA, fluorescence read-out; inhibition, % at 1 µM; actives 2.3% (n = 360,000); in the data active means inhibition above about 27%;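 further: 0% = vehicle and 100% = reference inhibitor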
Target sequence (P9WQA3 whole entry, looked up): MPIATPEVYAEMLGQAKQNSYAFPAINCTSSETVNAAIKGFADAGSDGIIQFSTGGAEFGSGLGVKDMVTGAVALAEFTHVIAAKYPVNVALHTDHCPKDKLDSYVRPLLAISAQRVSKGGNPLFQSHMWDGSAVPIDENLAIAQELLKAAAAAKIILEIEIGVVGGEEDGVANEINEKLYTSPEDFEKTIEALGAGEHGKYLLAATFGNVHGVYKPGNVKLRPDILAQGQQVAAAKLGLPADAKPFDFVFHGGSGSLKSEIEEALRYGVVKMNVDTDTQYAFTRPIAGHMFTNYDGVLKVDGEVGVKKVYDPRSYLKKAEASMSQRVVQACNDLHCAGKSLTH
GDH-TPI inh: GDH-TPI coupled enzyme inhibition counter-screen | GDH-TPI coupled enzyme counterscreen, NADH absorbance | actives 1.2% (n = 360,000) | inhibition, % at 4.8 µM; in the data active means inhibition above about 30%;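 further: 0% = DMSO wells and 100% = wells lacking the enzyme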
Mtb BioA inh: BioA (M. tuberculosis) enzyme inhibition; inhibition, % at 9.99 µM; purified M. tuberculosis BioA enzyme, plate reader; actives 0.096% (n = 360,000); in the data active means inhibition above about 40%
The depositor's hits bear a star; i = inactive; nt = not tested or not shown; & = joins results of further samples.

Molecule	FadD28 FP inh	FBA Mtb inh	Mtb BioA inh	Y pestis TopoI	GDH-TPI inh	BH1578 lux ind	TcdB GH inh	UGM FP inh	PfHsp40 rescue
O=c1[nH]c2ccc(NS(=O)(=O)c3ccc(Cl)cc3)cc2[nH]1	-3.6	-5	-0.5	-2	12	-0.3	0.6	-1.2	-1.9
O=C(NC(Cc1ccccc1)C(=O)O)/C(=C/c1ccc([N+](=O)[O-])cc1)NC(=O)c1ccco1 (configuration not stated)	-5.3	-4	-0.3	4	-1	0.1	0.8	0.3	0.0
CCC(=O)N/C(N)=N/c1nc2ccccc2o1	-3.3	-2	nt	-4	-2	-0.4	3.1	0.6	4.0
CN1CCN(c2nc3c(c(=O)[nH]c(=O)n3C)n2CC(N)=O)CC1	-3.0	1	-1.4	1	10	-7.1	-9.0	0.7	-0.9
Nc1ncc(Br)cc1S(=O)(=O)Nc1ccccc1F	1.0	-2	-0.3	2	-1	-0.1	1.1	1.5	-0.4
Cc1ccccc1-c1cc(C(=O)NCc2cccc(Br)c2)n(CC2CC(c3cccnc3)=NO2)n1 (configuration not stated)	-1.9	-1	0.6	4	-9	i	0.9	0.3	3.1
CCOC(=O)c1cc(NC(=O)/C=C\C(=O)O)ccc1Cl	-1.4	0	nt	-4	-7	-0.2	7.7	0.1	-0.5
COc1ccc(Cc2nc3ccc(C(=O)N4CCCCC4CCO)cc3o2)cc1 (configuration not stated)	0.9	-1	-1.3	29	1	-0.9	0.4	-2.2	-1.1

Individual results from the entries so far.
`COc1ccc(Cc2nc3ccc(C(=O)N4CCCCC4CCO)cc3o2)cc1` (configuration not stated) – PfHsp40 rescue: -1.1
`CCC(=O)N/C(N)=N/c1nc2ccccc2o1` – PfHsp40 rescue: 4.0

Additional results follow.
Molecule	FadD28 FP inh	FBA Mtb inh	Mtb BioA inh	Y pestis TopoI	GDH-TPI inh	BH1578 lux ind	TcdB GH inh	UGM FP inh	PfHsp40 rescue
Cc1nc(N)c(CC(Br)CBr)c(Cl)n1 (configuration not stated)	-4.2	0	nt	1	6	-3.1	0.2	-5.0	0.2
COc1cc2c(cc1OC)C(c1ccc3c(c1)OCO3)CC(=O)N2 (configuration not stated)	-1.6	1	nt	-2	-6	i	1.8	1.7	-0.1
O=C(O)c1ccc(-c2ccc(OS(=O)(=O)c3ccccc3F)cc2)cc1	-22	-1	-1.2	7	-5	-0.2	1.8	3.5	-1.9
CCCCN(C(=O)c1cccc(S(=O)(=O)N2CCN(C)CC2)c1)c1c(N)n(CC(C)C)c(=O)[nH]c1=O	-0.5	7	nt	-6	1	i	1.0	nt	-1.1
CN(C(=O)c1cc(Cl)c2c(c1)OCCO2)c1c(N)n(Cc2ccccc2)c(=O)[nH]c1=O	-1.4	-1	-0.3	-4	0	i	1.2	nt	-0.3
Cc1ccc(CC2C(=O)N(c3ccc(C)cc3)C(=O)C2C)cc1 (configuration not stated)	2.6	8	-1.5	-5	5	-0.9	0.2	0.5	0.8
NC(=O)CSc1nnc(CSc2ncccn2)n1-c1ccccc1	-0.3	-3	nt	-4	2	-0.4	1.3	-4.9	0.9
Cc1cc(NC(=O)Nc2ccccc2)n(C(C)(C)C)n1	-1.7	1	-1.1	2	-4	-0.6	1.2	1.1	-1.5
O=C(NCSc1ccccc1)c1ccccc1	-4.5	1	0.5	-2	8	i	1.1	-1.4	-0.8
COc1ccccc1NC(=O)NCC(c1ccco1)N1CCCCC1 (configuration not stated)	-3.8	-8	nt	2	-14	i	1.7	-0.9	0.0
COc1ccc(NC(=O)c2nc[nH]c2C(=O)N(C)Cc2ccccc2)cc1	1.0	-3	0.4	8	0	-0.4	1.8	0.2	0.7
CCCCc1c(O)nc(SCC(=O)Nc2ccc(C)cc2)n(-c2ccc(OC)cc2)c1=O	0.0	1	-1.6	-7	18	-0.4	0.3	-1.6	-0.1
Cc1ccc(C(=O)N2CCN(C)CC2)cc1S(=O)(=O)N1CCOCC1	-2.7	6	-2.4	4	-3	i	-0.4	3.2	0.1
CN(C)S(=O)(=O)c1cccc(COC(=O)c2cccnc2Cl)c1	-2.2	0	-0.1	9	13	i	-2.1	0.1	-1.2
O=C(c1cc(-c2ccc(Cl)cc2)n(-c2cc(Cl)ccc2Cl)n1)N1CCOCC1	-2.9	-1	-3.9	-2	2	0.5	nt	0.0	1.1
O=C(c1ccc(Br)o1)N1CCCc2ccccc21	-0.3	-2	0.6	13	1	i	nt	2.1	1.2
CC(C)OC(=O)CN1C(=O)S/C(=C/c2ccc(N3CCCCC3)o2)C1=O	-0.7	2	-3.1	-10	-3	5.3	-0.6	0.3	4.4
CNS(=O)(=O)c1cccc(C(=O)OCC(=O)Nc2ccc(-c3nc4ccc(C)cc4s3)cc2)c1	-0.9	29*	nt	4	23	-0.1	nt	2.6	-0.2
Nc1nc(CCl)nc(Nc2ccccc2)n1	-3.3	1	nt	-3	5	-0.3	1.9	0.2	0.7
O=C(Nc1ccccc1)C1=C(O)CC(c2ccoc2)CC1=Nc1ccccc1 (configuration not stated)	-1.5	5	nt	4	21	i	nt	2.0	-1.2
CC1CCCCC1NS(=O)(=O)CCNC(=O)c1ccccc1 (configuration not stated)	-3.8	-4	0.9	0	12	i	1.8	0.5	2.4
Cc1cc(C)cc(NC(=O)C(OC(=O)Cn2cnc3c2c(=O)n(C)c(=O)n3C)c2ccccc2)c1 (configuration not stated)	-2.5	-2	0.5	8	8	i	1.3	0.8	-0.9
CCOc1cc(N2CCOCC2)c(OCC)cc1NC(=O)CN1C(=O)NC(Cc2ccccc2)C1=O (configuration not stated)	-0.7	-1	-2.3	-5	1	nt	nt	0.7	0.0
O=C(CCCCCn1c(=O)[nH]c2ccccc2c1=O)NCCCN1CCN(c2ccccc2F)CC1	-3.0	-6	1.2	17	16	-3.8	nt	0.9	-0.2
COC(=O)Cn1ncc2c3ccccc3n(Cc3ccccc3)c2c1=O	-3.1	9	nt	-12	3	3.3	nt	-0.1	0.1
O=C(Nc1ccc2[nH]c(=O)[nH]c2c1)C(F)(F)F	2.4	1	nt	9	0	i	0.6	0.6	0.0
O=C(CCS(=O)(=O)c1ccc(Cl)cc1)Nc1nccs1	-0.3	1	-0.9	8	-3	-1.7	2.4	nt	-1.6
COc1cccc(-c2ccc3c(c2)S(=O)(=O)c2cccc(C(=O)O)c2C3=O)c1OC	1.1	0	0.0	8	28	0.8	-2.2	-0.5	0.1
O=C(NC1CC1)C1=C[C@@H](c2csc3ccccc23)C[C@@H](OCc2ccc(CO)cc2)O1	-1.7	4	-1.7	30	7	i	0.8&-2.4	1.8	1.4
CC(C)CNC(=O)C(=O)NCc1ccccc1	1.4	-2	-1.0	-3	3	8.3	0.7	4.5	0.8
CSc1nnnn1-c1ccc(C)c(Cl)c1	-0.4	-1	1.2	4	9	-0.4	nt	1.5	1.5
COc1cc(/C=N/Nc2nc(=O)[nH]nc2C)ccc1O	0.2	-6	nt	7	32*	-2.2	6.6	-0.4	-0.5
COc1ccc(/C=N/NC(=O)C2c3ccccc3Oc3ccccc32)c(OC)c1	1.0	-3	-1.2	-2	12	-6.2	nt	-1.3	0.4
COc1ccc(/C=C/C(=O)c2cc(Br)ccc2OC(=O)c2ccco2)cc1OC	-1.6	1	nt	-5	-2	-0.4	0.8	2.1	0.6
CCOc1ccc(C(=O)n2cnnc2N)cc1	-1.6	3	nt	7	0	-0.2	1.1	-0.5	-2.1
CCCC(=O)C1=C(O)C(C(=O)OC)C(C)(C)CC1=Nc1ccncc1 (configuration not stated)	-0.5	-3	-2.2	-11	17	-0.2	nt	0.2	0.0
O=C(NCCCN1CCOCC1)c1cc2c(s1)CSC2	-2.9	5	nt	-3	-1	-0.4	nt	-2.4	0.6
O=C(Nc1sc2c(c1C(=O)O)CCCC2)c1ccc(Cl)cc1	3.5	2	0.2	-4	24	1.5	12*	2.4	7.2
CCOC(=O)c1ccc(NC(=O)CN2C(=O)CCC2=O)cc1	-3.2	4	-0.1	1	-2	i	nt	-1.5	-0.5
CC(=O)N1[C@H](C)C=C[C@]1(Cc1ccccc1)C(=O)NCc1cc(F)cc(C(F)(F)F)c1	-2.8	-2	-0.4	0	0	i	1.4	-1.0	-0.2
COc1ccccc1-n1c(-c2ccc(C)cc2)nc2ccccc2c1=O	-3.6	-1	1.5	2	3	i	0.0	nt	-0.5
CC(=NNC(N)=O)C1CC2CCC1CC2 (configuration not stated)	0.0	1	nt	6	4	i	0.0	nt	nt
O=C(c1ccccc1)n1c(=O)cc[nH]c1=O	-1.6	5	6.7	-3	11	1.5	-0.7	-3.4	0.3
CC1CCCCN1S(=O)(=O)c1ccc2c(c1)C(C)(C)C(=O)N2C (configuration not stated)	-0.3	-1	-2.1	9	10	-0.2	-2.8	0.1	-1.9
O=C(O)c1cc(S(=O)(=O)N(Cc2ccccc2)c2ccccc2Cl)ccc1Cl	-1.8	-1	1.0	8	1	i	-0.2	-3.0	0.3
CC(C)(C)OC(=O)C[C@@H]1C/C=C\C[C@@H](CC(=O)N[C@@H](CO)Cc2ccccc2)C(=O)N2CCC[C@@H]2COC1=O	-0.3	1	-3.7	8	4	i	1.6	3.9	1.0
O=C1c2ccc(Cl)cc2S(=O)(=O)c2cccc(C(=O)N3CCN(c4ncc(Br)cn4)CC3)c21	-1.4	-3	-0.1	12	11	i	1.4	5.2	-0.9
CCCCCCCC(=O)N/N=C/c1ccncc1	-0.3	4	17	2	-11	-0.3	0.6	2.8	0.3
CC1CCN(C(=O)COC(=O)Cc2c[nH]c3ccccc23)CC1	3.0	3	0.1	9	-2	i	-0.5	0.7	0.5
COc1ccc(S(=O)(=O)N(C)c2ccc(C(=O)N3CCCCC3)cc2)cc1OC	-3.5	-7	0.2	9	-14	-0.3	0.3	-0.5	-0.1
Cn1c(=O)n(CC(=O)NCC2CCCO2)c(=O)c2c3c(sc21)COC(C)(C)C3 (configuration not stated)	0.2	1	1.8	-3	2	-0.2	1.6	-0.8	0.0
CNC(=O)CN(CCc1ccccc1)S(=O)(=O)c1ccc(OC)cc1	-3.4	1	0.9	-6	0	i	-2.1	-1.8	-0.6
Cc1c(C)c2ccc(OCC(=O)N(C)C3CCS(=O)(=O)C3)c(C)c2oc1=O (configuration not stated)	0.6	89*	11	-8	8	-5.8	0.5	0.0	-0.1
CC(=O)N1CCc2cc(S(=O)(=O)NC(C(=O)NC(C)c3ccccc3)C(C)C)ccc21 (configuration not stated)	-3.9	-4	-1.7	-9	2	-0.6	1.4	1.5	-0.5
COc1ccc(-c2cc(C(F)(F)F)nc(N3CCN(C)CC3)n2)cc1	-5.1	4	6.6	0	10	2.9	nt	-0.1	-0.4
c1ccc(COCCN2CCN(CCOCc3ccccc3)CC2)cc1	-0.8	2	-0.5	7	6	-0.4	1.2	-0.1	-1.1

(listing goes on)
Molecule	FadD28 FP inh	FBA Mtb inh	Mtb BioA inh	Y pestis TopoI	GDH-TPI inh	BH1578 lux ind	TcdB GH inh	UGM FP inh	PfHsp40 rescue
Cc1cc(CNC(=O)C2CCC(=O)N(CCc3cccc(F)c3)C2)nn1C (configuration not stated)	-1.4	3	-4.5	1	2	i	-0.6	0.0	0.5
CN(CCCC(=O)O)c1ccc(N=Nc2ccc([N+](=O)[O-])cc2)cc1	-0.5	-11	nt	-12	-10	-0.3	-0.2	-1.2	4.3
COc1ccccc1-c1cc(C(=O)NCc2ccc(Cl)cc2)no1	-1.4	4	-0.8	3	5	i	nt	-0.5	-0.3
Clc1ccc(Cn2ncc3c(N4CCOCC4)ncnc32)cc1	-1.5	-1	-5.4	5	-2	0.7	nt	1.9	1.4
CCOc1ccc(Cc2nn[nH]n2)cc1	-0.3	2	-0.6	6	3	-0.7	nt	-1.1	0.4

Arranged by SMILES length (highest first): some entries from above
Molecule	FadD28 FP inh	FBA Mtb inh	Mtb BioA inh	Y pestis TopoI	GDH-TPI inh	BH1578 lux ind	TcdB GH inh	UGM FP inh	PfHsp40 rescue
CN(CCCC(=O)O)c1ccc(N=Nc2ccc([N+](=O)[O-])cc2)cc1	-0.5	-11	nt	-12	-10	-0.3	-0.2	-1.2	4.3
Cc1cc(CNC(=O)C2CCC(=O)N(CCc3cccc(F)c3)C2)nn1C (configuration not stated)	-1.4	3	-4.5	1	2	i	-0.6	0.0	0.5
Clc1ccc(Cn2ncc3c(N4CCOCC4)ncnc32)cc1	-1.5	-1	-5.4	5	-2	0.7	nt	1.9	1.4
